MgcRacGAP inhibition = MgcRacGAP GTPase-activating activity inhibitors, confirmation, biochemical, ADP Hunter fluorescence; 0.6% of 340,000 active; AID 624330, 2012; MgcRacGAP-stimulated Rac1 GTP hydrolysis, ADP Hunter fluorescence; higher % means a stronger effect; GST-tagged Rac1 F28L mutant substrate; inhibition, % at 30 µM, or IC50 in µM where a hit was titrated;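 active = first-screen hits whose inhibition reached a set limit at any dose in the follow-up dose series; inconclusive = inhibition above the set first-screen limit but never retested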;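 note: fluorescence reports GDP produced by GAP-driven GTP hydrolysis; strong numbers were not always called active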
T cell HTS = modulators of CD8 T cell-vesicle binding, primary screen, mouse 2C CD8+ T cells, flow cytometry; AID 2052, 2009; 0.068% of 330,000 active; 2C CD8+ T cell-vesicle binding; stronger effect = lower value; calls only at 7 µM;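 active = response, share of CD8 T cells binding vesicles, and their 90th percentile fluorescence all below set limits, cut at about 80% in these data, passing the limit was not always enough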
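Assay system – 2C mouse CD8+ T cells · Also added – QL9-loaded Drosophila micro-vesicles · Timing – Cell–vesicle co-incubation 1.5 h at 37 °C, staining 20 min on ice · Signal – flow cytometry of vesicle-bound cells · Measure – percent CD8+ FL2 mean versus row control · Controls – Peptide-free naked vesicles (low) and QL9 vesicles with 0.7% DMSO vehicle (high)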
Large T inhibition = SV40 large T antigen inhibitors, biochemical (AID 1903) | one-dose inhibition, % at 20 µM; IC50 in µM for titrated hits | SV40 large T antigen ATPase/helicase inhibition assay; higher % means a stronger effect | 0.39% of 310,000 active; in the data active = a potency from the dose series; inconclusive = inhibition mostly from about 32% at the one dose, without a potency; inactive = the rest, 99 in 100 with inhibition below about 32%; note: strong numbers were not always called active
NTR1 agonist = agonists of NTR1, primary screen, imaging, U2OS cells, beta-arrestin-GFP, high content (AID 493036); Neurotensin receptor type 1 (Homo sapiens), P30989; NTR1-U2OS beta-arrestin-GFP spot imaging, agonist mode; activation, % at 20 µM; 0.17% of 330,000 active;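 active = activation at or above 40% of the spot to cytoplasm intensity ratio, with at least 20 cells analyzed; inconclusive = wells under 20 cells, flagged as cytotoxic or low count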;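 note: 0% = DMSO without peptide and 100% = 100 nM NTR1 peptide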
Target sequence (P30989 whole entry, looked up): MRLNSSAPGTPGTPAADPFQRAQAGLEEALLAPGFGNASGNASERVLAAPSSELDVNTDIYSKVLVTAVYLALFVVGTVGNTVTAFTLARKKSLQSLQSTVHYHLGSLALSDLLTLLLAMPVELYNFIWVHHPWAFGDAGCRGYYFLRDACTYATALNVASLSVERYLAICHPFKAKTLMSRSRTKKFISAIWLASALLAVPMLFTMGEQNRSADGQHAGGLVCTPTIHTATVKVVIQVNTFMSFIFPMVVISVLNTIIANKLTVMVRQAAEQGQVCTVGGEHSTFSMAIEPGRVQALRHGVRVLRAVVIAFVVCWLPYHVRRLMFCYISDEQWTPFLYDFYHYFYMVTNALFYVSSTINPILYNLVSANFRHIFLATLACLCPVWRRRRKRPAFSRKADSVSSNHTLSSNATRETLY
Salmonella PhoP GFP = inhibitors of PhoP regulon expression, primary screen, Salmonella Typhimurium, GFP reporter (AID 1863); 0.16% of 300,000 active; one-dose inhibition, % at 50 µM; IC50 in µM for titrated hits; S. Typhimurium PhoP-regulated promoter GFP reporter, 4 h; higher % means a stronger effect;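 active = inhibition over 29.93%, a cutoff 3 SD above the screen mean, later confirmed by dose response; inconclusive = inhibition over 29.93% but no dose response follow-up; inactive = inhibition at most 29.93% or unconfirmed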;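 note: 0% = low Mg2+ inducing control and 100% = high Mg2+ repressing control; strong numbers were not always called active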
West Nile antiviral = West Nile virus antiviral activity, cell-based, CPE readout (AID 1621). West Nile virus-infected cells, CPE inhibition; higher % means a stronger effect. CPE inhibition, % at 10 µM; hits with a dose series show IC50 in µM. 0.02% of 290,000 active; in the data active = a potency from the dose series; inconclusive = CPE inhibition mostly from about 3.7% at the one dose, without a potency; inactive = the rest, 99 in 100 with CPE inhibition below about 2.2%; note: strong numbers were not always called active
RSV antiviral HEp-2 = RSV antiviral activity via CPE protection, HEp-2 cells, primary 10 µM value included (AID 2391). HEp-2 cells, RSV-induced CPE inhibition; higher % means a stronger effect. CPE inhibition, % at 10 µM, or IC50 in µM where a hit was titrated. 0.13% of 310,000 active; in the data active = a potency from the dose series; inconclusive = CPE inhibition mostly from about 23% at the one dose, without a potency; inactive = the rest, 99 in 100 with CPE inhibition below about 21%; note: strong numbers were not always called active
K1F lysis inhibition = inhibition of K1F phage lysis, E. coli UTI89, bacterial capsule biogenesis inhibitors, alamar blue (AID 488966); 0.02% of 340,000 active; inhibition, % at 100 µM, or IC50 in µM where a hit was titrated; E. coli UTI89 K1F phage lysis, alamar blue, 2 h; higher % means a stronger effect;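 active = phage lysis inhibition, versus mean bacterial control, above a set limit; inconclusive = no clear call, values can overlap the other calls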;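 note: capsule biogenesis inhibitors block K1F phage lysis so surviving cells raise fluorescence; higher fluorescence means more inhibition of phage lysis; actives were called in the ten point dose series up to 300 µM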
NS5 inhibitors = Dengue-2 NS5 methyltransferase inhibitors, primary screen, biochemical, confirmation dose response (AID 588689); Genome polyprotein (Dengue virus type 2 (strain 16681-PDK53)); Dengue-2 NS5 methyltransferase capping enzyme assay, biochemical; higher % means a stronger effect; one-dose inhibition, % at 25 µM; IC50 in µM for titrated hits; 0.3% of 340,000 active; in the data active = a potency from the dose series; inconclusive = inhibition above about 29% without an active follow-up result
T cell HTS vesicle-bound % = second read-out of T cell HTS, no call of its own (marks repeat the call); double positive events, %; measured here: CD8+ vesicle-bound cell fraction;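 binding gate set so that unloaded-vesicle control wells show 10% double positive cells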
NTR1 agonist cell count 20 µM = further read-out of NTR1 agonist, marked with its call; cell count; measured here: cell count, cytotoxicity flag
Numbers without * were called inactive; i = inactive; u = inconclusive; x = not tested or not shown; [ ] = dose if it differs, or a comment.

Key to letters: A = MgcRacGAP inhibition; B = T cell HTS; C = T cell HTS vesicle-bound %; D = Large T inhibition; E = NTR1 agonist; F = NTR1 agonist cell count 20 µM; G = Salmonella PhoP GFP; H = West Nile antiviral; I = RSV antiviral HEp-2; J = K1F lysis inhibition; K = NS5 inhibitors
[1] CC(=O)N=c1sc2cc(C)ccc2n1C
  A = 1%; B = i; C = 19; D = 2%; E = 0.6; F = 44; G = 5%; H = 0.4%; I = 1.6%; J = 3.8%; K = -1%

[2] Clc1ccc(OC2CCN(Cc3nc(CC4CC4)no3)CC2)cc1
  A = 10%; B = i; C = 16; D = x; E = -0.2; F = 54; G = x; H = -1.3%; I = 3.6%; J = 0.1%; K = 2%

[3] Cc1ccccc1Oc1ccccc1N
  A = 1%; B = i; C = 32; D = 6%; E = -0.6; F = 100; G = -8%; H = 0.4%; I = 1.4%; J = 0.6%; K = 3%

[4] Cc1cc(C)cc(-c2nnc(SCc3ccc(C(=O)O)cc3)o2)c1
  A = 4%; B = i; C = 51; D = 4%; E = -1.1; F = 32; G = -6%; H = -0.3%; I = 0.8%; J = -1.2%; K = -8%

[5] CS(=O)(=O)c1ccccc1C(=O)Nc1ccc(-c2nc3ccccc3o2)cc1
  A = 6%; B = i; C = 47; D = 9%; E = 0.2; F = 55; G = 1%; H = -0.5%; I = 43%; J = 0.3%; K = -2%

[6] CCC(=O)n1nc(-c2ccc(Cl)cc2)nc1SC
  A = 15%; B = i; C = 26; D = 4%; E = 2.9; F = 50; G = 1%; H = x; I = -0.1%; J = -0.9%; K = -10%

[7] CCC1CCc2sc(C(=O)NC3CCN(Cc4ccccc4)CC3)cc2C1 (centres undefined)
  A = 3%; B = i; C = 40; D = 9%; E = 9.9; F = 59; G = -5%; H = x; I = 3.1%; J = 1.0%[50 µM]; K = 5%

[8] COc1ccc(/C=C/C(=O)Nc2cc(C)nn2-c2nc3ccccc3n2Cc2cccc([N+](=O)[O-])c2)cc1
  A = -5%; B = i; C = 50; D = 4%; E = 1.0; F = 57; G = -5%; H = -0.4%; I = 3.2%; J = 0.5%; K = 4%

[9] Cc1nnc(NC(=O)C2CCCN2C(=O)Nc2ccccc2)s1 (centres undefined)
  A = -1%; B = i; C = 28; D = -2%; E = -1.2; F = 30; G = 8%; H = 0.1%; I = 0.6%; J = 0.2%; K = 4%

[10] CC1C(=O)C(C)C(c2ccc(O)cc2)NC1c1ccc(O)cc1 (centres undefined)
  A = 11%; B = i; C = 16; D = 8%; E = 0.0; F = 85; G = 7%; H = -0.6%; I = 0.4%; J = -0.1%; K = -7%

[11] COc1ccc(S(=O)(=O)N2CCCCC2)cc1-n1cnnn1
  A = 6%; B = i; C = 30; D = x; E = -1.3; F = 96; G = x; H = 0.0%; I = -0.9%; J = 0.4%; K = x

[12] O=C(Cn1c(=O)n(Cc2ccco2)c(=O)c2c3c(sc21)CCCCC3)c1ccccc1
  A = u; B = i; C = 3; D = 49%; E = 6.5; F = 74; G = 1%; H = 0.4%; I = 2.1%; J = 3.0%; K = 18%

[13] CC1(C)CC(NC(=S)Nc2ccc([N+](=O)[O-])cc2)CC(C)(C)N1
  A = 13%; B = i; C = 25; D = 8%; E = -1.1; F = 49; G = 7%; H = 1.2%; I = -2.8%; J = 0.1%; K = 1%

[14] O=C(CCCCCN1C(=O)c2ccccc2C1=O)Nc1ccc(C(=O)O)cc1
  A = 10%; B = i; C = 18; D = 4%; E = -1.5; F = 49; G = -5%; H = -0.3%; I = -0.1%; J = 0.3%; K = -7%

[15] CN(C)S(=O)(=O)c1cccc(COC(=O)c2cnccn2)c1
  A = 6%; B = i; C = 26; D = 5%; E = -1.6; F = 55; G = 2%; H = -0.4%; I = 1.2%; J = 0.5%; K = -3%

[16] COc1ccc(C)cc1NC(=O)CSc1nnnn1C1CCCC1
  A = 3%; B = i; C = 24; D = 1%; E = 10; F = 40; G = 6%; H = -0.5%; I = 2.3%; J = -0.1%; K = 0%

[17] CCOc1ccc(/C=C2/SC(=S)N(CCC(=O)Nc3ccc(C(=O)O)cc3)C2=O)cc1
  A = 7%; B = i; C = 59; D = 7%; E = 1.7; F = 80; G = 4%; H = -0.3%; I = 1.3%; J = -0.1%; K = -7%

[18] CCCc1cc(=O)[nH]c(SCc2ccc(F)cc2)n1
  A = 9%; B = i; C = 24; D = 8%; E = 0.0; F = 71; G = -12%; H = -0.2%; I = 2.0%; J = 0.1%; K = 1%

[19] Cc1cc(NC(=O)c2ccc(Cl)cc2)c(C(C)C)cc1O
  A = 8%; B = i; C = 22; D = 6%; E = 0.0; F = 98; G = -2%; H = -1.2%; I = -1.2%; J = 0.1%; K = 0%

Eight of the compounds above, screen by screen:
9	Cc1nnc(NC(=O)C2CCCN2C(=O)Nc2ccccc2)s1 (centres undefined)
10	CC1C(=O)C(C)C(c2ccc(O)cc2)NC1c1ccc(O)cc1 (centres undefined)
11	COc1ccc(S(=O)(=O)N2CCCCC2)cc1-n1cnnn1
12	O=C(Cn1c(=O)n(Cc2ccco2)c(=O)c2c3c(sc21)CCCCC3)c1ccccc1
13	CC1(C)CC(NC(=S)Nc2ccc([N+](=O)[O-])cc2)CC(C)(C)N1
14	O=C(CCCCCN1C(=O)c2ccccc2C1=O)Nc1ccc(C(=O)O)cc1
15	CN(C)S(=O)(=O)c1cccc(COC(=O)c2cnccn2)c1
16	COc1ccc(C)cc1NC(=O)CSc1nnnn1C1CCCC1
assay / entry	9	10	11	12	13	14	15	16
MgcRacGAP inhibition	-1%	11%	6%	u	13%	10%	6%	3%
T cell HTS	i	i	i	i	i	i	i	i
T cell HTS vesicle-bound %	28	16	30	3	25	18	26	24
Large T inhibition	-2%	8%	x	49%	8%	4%	5%	1%
NTR1 agonist	-1.2	0.0	-1.3	6.5	-1.1	-1.5	-1.6	10
NTR1 agonist cell count 20 µM	30	85	96	74	49	49	55	40
Salmonella PhoP GFP	8%	7%	x	1%	7%	-5%	2%	6%
West Nile antiviral	0.1%	-0.6%	0.0%	0.4%	1.2%	-0.3%	-0.4%	-0.5%
RSV antiviral HEp-2	0.6%	0.4%	-0.9%	2.1%	-2.8%	-0.1%	1.2%	2.3%
K1F lysis inhibition	0.2%	-0.1%	0.4%	3.0%	0.1%	0.3%	0.5%	-0.1%
NS5 inhibitors	4%	-7%	x	18%	1%	-7%	-3%	0%

Screening results deposited in PubChem BioAssay by several laboratories.
